Screening data: PubChem BioAssay, several laboratories
ABHD5-PLIN5 inh: ABHD5-PLIN5 protein interaction inhibition. Split G. princeps luciferase complementation, luminescence, 4 h. inhibition, % at 4 µM. 360,000 tested, 0.78% active. AID 602281;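 active = inhibition above the mean inhibition across every tested compound plus 3 SD, cut at about 22% in these data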;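 note: 0% = DMSO only wells and the 100% control is not disclosed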
Granule exo inh: blocks lytic granule exocytosis; TALL-104 LAMP-1 surface exposure, flow cytometry; cells stimulated with thapsigargin and PMA; inhibition, % at 10 µM; 360,000 tested, 0.66% active; AID 651702;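 active = inhibition above about 55%, limit read from the data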
CaV13 ICDI inh: Disruptors of the CACNA1D IQ motif to Ca2+-dependent inactivation inhibitor domain association, primary screening, Förster resonance energy transfer in intact living …; inhibition, % at 12.3 µM; 340,000 tested, 0.098% active; HEK cells, CFP/YFP FRET ICDI-IQ, plate reader, 10 min; percent FRET-ratio fall versus neutral wells;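 active = mean replicate inhibition of at least 30% and at least 1% of replicates passing that level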;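 note: 0% = median of the neutral control wells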
Glyco luc inh: N-linked glycosylation inhibition. D54 ERlucT glycosylation luciferase reporter, 24 h; percent of 100 nM tunicamycin response. reporter increase, % at 12.5 µM. 360,000 tested, 0.23% active;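 active = mean luciferase reporter signal, scaled so untreated is 0 and the glycosylation-blocking control 100, at or above a set limit in every replicate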;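 note: luciferase carries N-glycosylation sites so blocking glycosylation raises the light; 0% = median of neutral control wells and 100% = median of 100 nM tunicamycin wells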
MC4R barr agon: agonists of human melanocortin 4 receptor (MC4R) beta-arrestin; P32245; U2OS MC4R beta-arrestin complementation, luminescence; percent of melanotan II response, DMSO zero; activation, % at 8.9 µM; 360,000 tested, 0.98% active; AID 540308;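 active = activation above a per-plate cutoff, the mean activation of sample wells on that plate plus 3 SD, cut at about 8% in these data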
PDI inh: PDI (human) enzyme inhibition; P07237; PDI insulin aggregation turbidity, A650, 90 min; inhibition, % at 10 µM; 350,000 tested, 0.052% active;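 active = mean inhibition across replicates of 30% or more, whatever share of single replicates reach that level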;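 note: absorbance from insulin aggregation driven by PDI reduction with DTT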
Target sequence (P07237 whole entry, looked up): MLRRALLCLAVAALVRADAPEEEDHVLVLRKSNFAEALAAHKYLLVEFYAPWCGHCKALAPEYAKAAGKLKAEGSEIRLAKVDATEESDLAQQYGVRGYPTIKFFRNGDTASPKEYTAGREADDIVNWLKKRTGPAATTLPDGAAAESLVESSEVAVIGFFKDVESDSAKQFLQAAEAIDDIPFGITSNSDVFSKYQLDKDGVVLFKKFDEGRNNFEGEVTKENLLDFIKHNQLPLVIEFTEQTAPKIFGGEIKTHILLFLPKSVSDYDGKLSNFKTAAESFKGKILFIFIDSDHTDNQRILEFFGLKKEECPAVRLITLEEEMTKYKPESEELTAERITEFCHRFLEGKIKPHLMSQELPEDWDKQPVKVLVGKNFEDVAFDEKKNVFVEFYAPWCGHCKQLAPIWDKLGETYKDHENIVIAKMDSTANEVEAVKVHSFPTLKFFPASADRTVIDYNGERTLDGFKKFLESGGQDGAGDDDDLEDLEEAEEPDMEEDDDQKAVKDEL
MC4R antag cAMP: human MC4R antagonism in cAMP assay. P32245. MC4R-expressing cells, MTII-stimulated cAMP, LANCE TR-FRET. inhibition, % at 6.5 µM. 360,000 tested, 0.48% active. AID 540295;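 active = inhibition above its plate's cutoff, the mean of tested wells on that plate plus 3 SD, cut at about 29% in these data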;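 note: 0% = Melanotan II alone and 100% = Melanotan II plus saturating MCL0020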
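Assay system: U2OS cells stably expressing human melanocortin 4 receptor (MC4R) / Dosing: 6.5 µM / Timing: compound 30 min, challenge 1 h, detection 1 h / Measured by: Eu-cAMP/anti-cAMP TR-FRET, emission 671 nm / Replicates: singlicate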
Cardio protect: protects H9c2 cardiomyocytes from peroxide injury. H2O2 injury protection, ATPLite, 2 h. protection from H2O2 cell death, % at 20 µM. 360,000 tested, 0.63% active. AID 588492;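 active = compounds giving at least 50% protection of heart cells from peroxide-induced death in the single-dose screen, raw or plate-pattern-corrected value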;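 note: 0% = DMSO wells with peroxide and 100% = DMSO wells without peroxide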
HTR2A ag: agonists of mouse serotonin 5-HT2A receptor (HTR2A); P35363; CHO-K1 mHTR2A beta-arrestin complementation, luminescence; percent of 30 µM serotonin response; activation, % at 7.6 µM; 360,000 tested, 0.66% active;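 active = activation above a run cutoff, the mean activation of all tested compounds plus 3 SD, cut at about 14% in these data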;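 note: 0% = plate median of compound wells and 100% = 30 µM serotonin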
Target sequence (P35363 whole entry, looked up): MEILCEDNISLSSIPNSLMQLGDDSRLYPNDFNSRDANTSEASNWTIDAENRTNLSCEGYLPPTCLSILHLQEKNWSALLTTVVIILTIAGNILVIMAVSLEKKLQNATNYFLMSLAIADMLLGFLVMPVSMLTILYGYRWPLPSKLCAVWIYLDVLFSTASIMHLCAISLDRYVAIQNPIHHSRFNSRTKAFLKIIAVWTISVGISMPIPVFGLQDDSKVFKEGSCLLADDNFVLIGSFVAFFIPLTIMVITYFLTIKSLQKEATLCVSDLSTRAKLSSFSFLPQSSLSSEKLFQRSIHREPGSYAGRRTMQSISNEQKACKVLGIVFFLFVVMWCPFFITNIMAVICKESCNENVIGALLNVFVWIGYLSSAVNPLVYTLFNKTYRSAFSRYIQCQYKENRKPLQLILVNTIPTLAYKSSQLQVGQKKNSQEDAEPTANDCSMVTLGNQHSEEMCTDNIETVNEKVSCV
ABCB6 inh MLPCN: inhibitors of human ABC transporter ABCB6; fluorescence ratio to DMSO, % at 10 µM; Q9NP58; 360,000 tested, 0.19% active; K562-ABCB6 porphyrin accumulation, flow cytometry, 1 h; active compounds read low;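 active = fluorescence ratio to DMSO below 75%, the collection mean minus 3 SD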;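 note: signal is porphyrin accumulated inside mitochondria; 100% equals median channel fluorescence of DMSO control wells; lower ratio means ABCB6 inhibition with less porphyrin fluorescence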
Numbers without * were called inactive; . = no result given.

The line under a structure holds: ABHD5-PLIN5 inh	Granule exo inh	CaV13 ICDI inh	Glyco luc inh	MC4R barr agon	PDI inh	MC4R antag cAMP	Cardio protect	HTR2A ag	ABCB6 inh MLPCN
> CCC(=O)c1ccc(OCC(O)CNCCc2ccc(Cl)cc2)cc1 (stereo unspecified)
  -2	31	-4	-2	2.6	-2	0	-8	-2	94
> COc1cc(C)c(NC(=O)COc2ccc3c(c2)OCO3)cc1C
  0	-8	-3	2	-1.5	-5	2	-2	-3	89
> O=C(NCCOc1ccccc1)C1CCCCC1
  -6	-2	-4	0	2.4	0	19	-6	-3	101
> Cc1ccc(-c2noc(C3CCCN(S(=O)(=O)c4ccc(S(=O)(=O)N(C)C)cc4)C3)n2)o1 (stereo unspecified)
  -1	-4	-9	0	5.0	15	4	13	7	93
> CCCCn1cnc2c(oc3nc4c(cc32)CCCC4)c1=O
  3	-1	-5	-13	-1.7	2	4	-8	-5	95
> c1ccc(-c2nnc3sc(-c4csc5c4CCCC5)nn23)cc1
  -4	0	0	2	0.3	-3	-23	16	1	88
> O=C(Nc1ccc(Nc2ccccc2)cc1)c1ccccc1F
  0	12	-5	4	-0.2	-4	0	-13	-4	98
> Cc1ccc(S(=O)(=O)N2CCOCC2)cc1C(=O)OCC(=O)NCCc1ccccc1
  2	14	-2	-2	0.5	-5	2	-4	-4	102
> O=C(NC1C2CC3CC(C2)CC1C3)C1CC1 (stereo unspecified)
  2	-1	-4	-1	-1.7	-1	2	8	-2	98
> COc1ccc(N2CCN(C(CNC(=O)C(=O)NCCCn3ccnc3)c3ccco3)CC2)cc1 (stereo unspecified)
  -2	0	-2	0	-0.3	2	0	-2	-1	98
> Cc1cc(C(=O)NN=C2CCCCCCC2)c2ccccc2n1
  7	3	-6	-2	-3.1	15	2	5	-6	100
> O=C1CC(c2ccccc2)CC(O)=C1C=NCc1ccc(Cl)cc1 (stereo unspecified)
  4	3	.	2	1.8	0	11	-2	5	88
> COc1ccc(CNC(=S)Nc2cccc(F)c2)cc1
  3	-16	-2	-2	-0.2	-1	2	-10	0	98
> COc1ccc(CCNC(=O)COC(=O)c2ccc(C)s2)cc1OC
  3	2	-5	2	0.1	0	9	-15	2	96
> Cc1onc(-c2ccccc2)c1C(=O)NNC(=O)c1ccccc1
  -12	3	-6	-2	0.2	-2	8	1	2	99
> COc1ccc2c(CN(C)Cc3ccccc3)cc(=O)oc2c1
  1	2	-9	-4	.	.	.	1	-4	96
> COc1ccccc1-n1c(-c2cn(C)nc2C)n[nH]c1=S
  1	-1	-5	1	-2.6	-5	-3	5	-1	104
> COC(=O)c1cc2c(n(-c3ccccc3)c1=O)CCCC2=O
  -3	-3	-3	0	-1.4	2	-13	7	5	98
> COc1ccc(C)cc1S(=O)(=O)Nc1cccc(-c2ccc(N3CCCCCC3)nn2)c1
  1	-2	-7	-1	-0.2	-2	8	-5	6	95
> COc1cc(C(=O)c2ccccc2Cl)c([N+](=O)[O-])cc1OC
  3	-11	-18	0	0.5	4	17	-8	0	102
> COc1ccc(C2Nc3ccc(Br)cc3C(c3ccccc3)N2CC(=O)O)cc1 (stereo unspecified)
  -4	1	-21	2	-3.4	6	0	-10	-11	104
> CCn1c(=S)sc2c(=O)n(CC(=O)Nc3ccccc3)c(C)nc21
  -7	9	-2	0	1.7	-6	-4	1	-1	80
> CNC(=S)N1N=C(c2ccc(C)cc2)CC1c1ccc(OC)cc1 (stereo unspecified)
  -1	-1	.	-2	-1.7	7	-3	-14	-4	97
> COc1cccc(OC)c1C(=O)O/N=C(\N)c1ccncc1
  3	1	13	2	-0.5	20	-4	2	0	103
> O=C1CCCN1Cc1ncnn1-c1ccccc1
  4	0	-6	0	-2.3	6	3	17	3	98
> O=C(N/N=C/c1ccc[nH]1)c1c[nH]c2ccccc12
  9	-2	-6	2	6.1	3	0	-6	-2	105
> CC(OC(=O)c1cc2sccc2n1C)C(=O)NCc1ccc2c(c1)OCO2 (stereo unspecified)
  -11	-4	.	2	13*	4	10	-3	10	100
> CCOC(=O)c1oc2ccccc2c1NC(=O)COC
  2	0	-7	0	-2.9	8	-1	5	0	98
> COC(=O)CN1C(=O)[C@H]2[C@@H](/C=C/c3ccccc3)N3C(=O)CN(CCO)C(=O)[C@@]3(Cc3ccccc3)[C@H]2C1=O
  -4	-1	-6	2	0.5	-3	-1	2	0	98
> COc1cc(C2C(C#N)=C(N)N(c3cccnc3)C3=C2C(=O)CCC3)ccc1O (stereo unspecified)
  -12	3	-7	2	1.2	-2	5	7	13	103
> CCOC(=O)Cn1c(=NC(=O)c2sc3ccccc3c2Cl)sc2cc(S(N)(=O)=O)ccc21
  -5	-2	-4	-4	6.3	2	5	-5	4	98
> CCN(CC)c1ccc(C=O)c(OC)c1
  0	-5	-4	0	-0.5	0	-3	1	0	107
> CC1CCCCC1NC(=O)COC(=O)c1cc(=O)[nH]c2ccccc12 (stereo unspecified)
  0	-8	-6	1	-1.9	-7	-15	4	-1	100
> Cc1cc(OCC(=O)Nc2nnc(C3CC3)s2)ccc1[N+](=O)[O-]
  1	0	2	0	2.8	-11	21	-4	8	101
> COc1cccc(N2CCN(C(=O)c3[nH]c(C)c(C(C)=O)c3C)CC2)c1
  0	-4	-4	24	-1.3	1	-2	7	-6	92
> Cc1ccc(NC(=O)CSc2n[nH]c(C)c2[N+](=O)[O-])cc1C
  -3	1	-3	1	-2.3	-2	14	-23	-2	101
> CCN(CC(=O)Nc1ccc2c(c1)OCCO2)C(=O)COc1ccc(C)cc1
  -4	-4	-6	4	-1.0	1	0	0	0	102
> COc1ccc(OC)c(/C=N/NC(=O)c2ccc(Cn3cc([N+](=O)[O-])cn3)o2)c1
  0	4	-5	0	-3.7	-8	-4	16	1	95
> Cc1cc(C)c2cc(C(c3nnnn3C3CCCC3)N3CCOCC3)c(=O)[nH]c2c1 (stereo unspecified)
  2	-4	-3	0	-0.2	0	11	5	-3	95
> O=C(O)c1ccc(-n2cccc2/C=C2/NC(=O)N(c3ccccc3)C2=O)cc1
  -1	-4	-4	1	-1.9	9	-12	8	-4	97

Compound profiles, as listed above. Values in the order: ABHD5-PLIN5 inh | Granule exo inh | CaV13 ICDI inh | Glyco luc inh | MC4R barr agon | PDI inh | MC4R antag cAMP | Cardio protect | HTR2A ag | ABCB6 inh MLPCN
COc1ccc(OC)c(/C=N/NC(=O)c2ccc(Cn3cc([N+](=O)[O-])cn3)o2)c1 as listed: 0 | 4 | -5 | 0 | -3.7 | -8 | -4 | 16 | 1 | 95
COc1ccc(C2Nc3ccc(Br)cc3C(c3ccccc3)N2CC(=O)O)cc1 (stereo unspecified) as listed: -4 | 1 | -21 | 2 | -3.4 | 6 | 0 | -10 | -11 | 104

Remaining list, next part:
The line under a structure holds: ABHD5-PLIN5 inh	Granule exo inh	CaV13 ICDI inh	Glyco luc inh	MC4R barr agon	PDI inh	MC4R antag cAMP	Cardio protect	HTR2A ag	ABCB6 inh MLPCN
> Cc1ccc(OCC(=O)N2CCN(S(C)(=O)=O)CC2)cc1
  -1	1	-5	3	-2.0	-6	9	4	2	98
> Cc1nc(C(=O)NC2CC2)sc1C1(C)CC(c2ccccc2)=NO1 (stereo unspecified)
  -13	-2	-10	-3	-0.9	4	8	0	-1	103
> COc1ccc(C2NC(=O)c3ccccc3O2)cc1 (stereo unspecified)
  7	-13	-6	1	-0.7	3	7	28	-5	103
> C[C@]1(C(=O)O)Cc2oncc2C[C@@H]1C(=O)O
  -2	-3	-5	2	0.6	0	0	1	-5	97
> O=C(CCS(=O)(=O)c1ccc(Cl)cc1)NC1CCCC1
  2	0	-3	1	-0.5	-12	5	6	11	95
> CN1C[C@@H]2C(c3ccc(Cl)nc3)C3(c4ccc(C#N)cc4)CC2(C3)[C@H]1c1ccccc1 (stereo partly specified)
  10	-5	-8	-6	-1.5	-3	17	4	8	92
> C=CCN1C(=O)/C(=C/c2ccccc2)S/C1=N/c1nccs1
  6	-3	-7	-1	-1.4	-1	-11	-6	4	100
> Nc1ccccc1SCc1ccccc1Cl
  1	-3	-3	1	0.5	11	1	-6	8	99
> COc1ccc(CCC(=O)Nc2cc(S(C)(=O)=O)ccc2Cl)cc1
  1	-5	.	1	-1.4	6	12	7	2	104
> C#CC(CC)(CC)NC(=S)Nc1cccc(C(C)=O)c1
  -7	-3	.	-3	1.3	-14	2	-4	0	.
> CCOc1c(C)cnc2c1c(=O)n(CC(=O)NCC1CCCO1)c(=O)n2C (stereo unspecified)
  6	5	-6	0	-0.9	15	-4	0	4	101
> Cc1ccc(-n2[nH]c(C)c(/C=N/NC(=O)c3ccc(O)cc3O)c2=O)cc1
  -3	7	.	-4	-1.4	6	24	-6	-4	104
> Cc1cccc(N2CCN(Cc3nc(-c4cccc(Oc5ccccc5)c4)oc3C)CC2)n1
  7	16	-5	-5	-2.2	-1	-2	-14	3	100
> O=C(Nc1nccs1)c1ccc(Cl)cc1[N+](=O)[O-]
  -4	2	-9	1	-1.9	-9	3	7	-3	99
> CC(C)C[C@H]1CN=C(N(C)C)N1CC1CCCC1
  -7	3	-11	1	-0.8	-7	-1	-13	5	95
> Cc1cc[n+](CC[n+]2ccc(C)cc2)cc1
  -4	-3	-4	-1	1.4	1	12	0	5	98
> CCOc1ccc(S(=O)(=O)NCCC(=O)N2CCN(C(C)=O)CC2)cc1
  13	0	-5	1	-1.1	3	7	-3	2	101
> CCN(CC)c1ccc(CNCc2cccs2)cc1
  8	0	5	-4	0.6	-3	7	-9	-6	98
> O=C1CNC(=S)N1CCCn1ccnc1
  -3	0	-6	1	-1.8	-7	13	11	-4	98
> COC(=O)C1CCN(C(=O)c2ccc(SC)cc2OC)CC1
  -3	2	-4	1	0.0	9	11	2	10	99
> O=C(c1ccco1)N1CCN(C(=O)c2ccco2)C1=S
  5	-4	-10	5	0.2	1	10	-1	-1	103
> COC(=O)C1=CN(CC2CCCO2)C=C(C(=O)OC)C1c1ccsc1 (stereo unspecified)
  6	3	-5	0	-0.4	4	20	-1	2	101
> C=CCOc1ccc2c(c1)c(S(=O)(=O)c1ccc(C)cc1)cn2COC
  -1	2	.	-4	1.0	-2	9	-6	-6	106
> CC(C)n1c(SCC(=O)N2CCCC2)nc2c1c(=O)n(C)c(=O)n2C
  1	1	.	-1	0.1	-8	-4	6	-2	98
> CC1CC(NC(=O)c2cc3c(=O)n4ccccc4nc3n2C)CC(C)(C)C1 (stereo unspecified)
  0	1	-5	3	-8.6	1	25	13	-6	97
> O=C(NCC(c1ccco1)N1CCc2ccccc21)C(=O)Nc1ccccc1F (stereo unspecified)
  -3	-5	-4	-1	-2.0	5	1	-7	-2	98
> CCOc1ccc(C2C(C(=O)O)c3ccccc3C(=O)N2CCN2CCOCC2)cc1 (stereo unspecified)
  3	-2	.	0	-0.7	-9	8	-17	2	92
> COc1ccc(CCNC(=O)c2ccc(CNS(=O)(=O)c3cc(C)ccc3C)cc2)cc1OC
  0	4	-7	-6	-2.3	4	6	36	-4	94
> COc1cc(C(=O)NCCc2cn3ccc(C)cc3n2)cc(OC)c1OC
  14	-8	-7	2	0.9	.	-8	11	-3	100
> O=C(NCCOc1ccccc1)c1ccccc1SCC(=O)N1CCCC1
  3	-7	-19	1	-0.6	1	3	-1	1	91
> CC(=NOC(=O)c1ccc(Cl)cc1)c1nccs1
  2	-2	-10	0	-1.7	-3	0	-14	-3	97
